POLH inh = qHTS for Inhibitors of Polymerase Eta. DNA polymerase eta (Homo sapiens), Q9Y253. recombinant Pol eta, fluorescent DNA replication assay. Potency, µM (doses to about 114 µM), without a hit: at the top dose activity change, negative = inhibition, hits mostly inhibitors. 1.2% of 390,000 active; further: potency means the concentration at half of the fitted maximal effect; on the % scale 0 is the no-effect control and ±100 the full control effect
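Fluorescent replication assay: 50 nM final substrate added after a 15 min room-temperature compound preincubation with 10 nM enzyme. Signal taken at 0 min and again at 10 min.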
POLI inh = qHTS for Inhibitors of Polymerase Iota | Pol iota fluorescent replication assay, 10 min | 1% of 390,000 active | AID 588590, 2011 | Potency, µM (series often up to 115 µM), inactives show at the top dose activity, negative = inhibition, usual class: inhibitors; further: potency means the concentration at half of the fitted maximal effect
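Fluorescent replication assay read twice, at 0 min and 10 min after adding 50 nM (final) substrate. Enzyme (10 nM) and compounds were first incubated 15 min at room temperature; enzyme-free buffer wells were negative controls.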
GRP78 ERSR act = qHTS for Inducers of the Endoplasmic Reticulum Stress Response (ERSR) in Human Glioma: qHTS | U87-MG GRP78 promoter luciferase reporter, 16 h | Potency, µM, inactives show at the top dose activation, usual class: activators | 0.02% of 420,000 active | AID 602332, 2012; further: potency means the concentration at half of the fitted maximal effect; series mostly up to about 76 µM; % of control where 0% means no effect; nearly all actives have a fitted effect of over 35% in size
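ERSR induction read as luciferase luminescence (Bright-Glo, 10 min at room temperature) in stably transfected human U87-MG glioma cells exposed to compounds for 16 h, using GRP78 as sensor.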
Pol kappa inh = qHTS for Inhibitors of Polymerase Kappa; DNA polymerase kappa (Homo sapiens), Q9UBT6; purified Pol kappa, fluorescent DNA synthesis assay, 10 min; Potency, µM (titrated, usually from 107 µM), inactives show at the highest dose activity, negative = inhibition, hits mostly inhibitors; 0.53% of 400,000 active; further: potency means the concentration at half of the fitted maximal effect; on the % scale 0 is the no-effect control and ±100 the full control effect
Target sequence (Q9UBT6 whole entry, looked up): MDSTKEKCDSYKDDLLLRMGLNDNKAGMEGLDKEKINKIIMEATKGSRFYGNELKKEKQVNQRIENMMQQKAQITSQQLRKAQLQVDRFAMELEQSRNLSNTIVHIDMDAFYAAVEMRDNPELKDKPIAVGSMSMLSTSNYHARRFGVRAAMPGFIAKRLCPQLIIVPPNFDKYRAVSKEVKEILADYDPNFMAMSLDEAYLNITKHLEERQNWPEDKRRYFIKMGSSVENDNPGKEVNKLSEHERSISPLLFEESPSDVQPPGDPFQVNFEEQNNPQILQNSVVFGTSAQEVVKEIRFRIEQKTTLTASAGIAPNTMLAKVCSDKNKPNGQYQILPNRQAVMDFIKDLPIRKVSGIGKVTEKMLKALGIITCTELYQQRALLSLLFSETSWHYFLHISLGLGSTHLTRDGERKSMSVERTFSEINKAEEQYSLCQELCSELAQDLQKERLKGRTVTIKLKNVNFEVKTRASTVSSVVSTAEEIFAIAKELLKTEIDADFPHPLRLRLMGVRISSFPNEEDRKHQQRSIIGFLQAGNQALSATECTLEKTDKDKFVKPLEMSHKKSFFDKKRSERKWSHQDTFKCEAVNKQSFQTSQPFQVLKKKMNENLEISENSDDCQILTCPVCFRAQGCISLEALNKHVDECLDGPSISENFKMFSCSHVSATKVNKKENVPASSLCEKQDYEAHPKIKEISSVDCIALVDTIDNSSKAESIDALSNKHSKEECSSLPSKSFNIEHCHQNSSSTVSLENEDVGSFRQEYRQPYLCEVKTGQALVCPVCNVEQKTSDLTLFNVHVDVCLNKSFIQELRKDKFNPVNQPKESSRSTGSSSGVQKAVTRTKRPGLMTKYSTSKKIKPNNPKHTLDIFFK
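Kinetic fluorescence screen: compound preincubated 15 min RT with 10 nM enzyme; 50 nM substrate (final) initiates; reads at 0/10 min.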
POLB inh = qHTS Assay for Inhibitors of DNA Polymerase Beta. Pol beta primer extension/strand displacement, fluorescence kinetic. Potency, µM (titrated, usually from 114 µM), inactives show top-dose activity change, negative = inhibition, hits mostly inhibitors. 1.3% of 340,000 active. AID 485314, 2010; further: potency means the concentration at half of the fitted maximal effect; on the % scale 0 is the no-effect control and ±100 the full control effect
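Preincubation: enzyme (10 nM) with compound, 15 min, RT. Reaction: substrate added to 50 nM final. Reads: 0 and 10 min. Analysis: normalized, Hill fit.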
APE1 inh = qHTS Assay for Inhibitors of the Human Apurinic/apyrimidinic Endonuclease 1 (APE1). AID 2517, 2012. recombinant APE1, TAMRA/BHQ-2 abasic DNA cleavage fluorescence. Potency, µM (doses to about 65.8 µM), for the others: top-dose activity change, negative = inhibition, usual class: inhibitors. 0.35% of 350,000 active;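 further: potency means the concentration at half of the fitted maximal effect; plate controls were vehicle for no effect and reference inhibitor for full effect; nearly all actives have a fitted effect of over 55% in size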
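Measures dequenching upon AP-site incision of a 5'-TAMRA/3'-BHQ-2 THF-containing duplex, 50 nM; human APE1 0.75 nM after 15 min room-temperature exposure to compound; kinetic three-point read at one-minute spacing.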
LDHA block = qHTS assay for inhibitors of human lactate dehydrogenase. 0.15% of 480,000 active. L-lactate dehydrogenase A chain (Homo sapiens), P00338. purified LDHA, NADH/diaphorase-resazurin fluorescence; hits give low values. activity change, % (values are at about 110 or 230 µM); in the data active means activity change below about -30%; inconclusive means mostly about -25% to -30%;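 further: plate controls were DMSO wells for no effect and wells without enzyme for full effect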
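Human LDH5 at 2 nM final in Tris HCl pH 7.4 with 0.06 mM NADH and 0.2 mM pyruvate, reacted 5 minutes at room temperature. Remaining NADH coupled via diaphorase/resazurin; resorufin fluorescence read at 0 and 20 minutes, normalized to enzyme-free and DMSO wells.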
Anesthetic bind = qHTS Assay for Identification of Novel General Anesthetics; AID 485281, 2010; apoferritin/1-aminoanthracene competitive binding, fluorescence; Ferritin light chain (Equus caballus), P02791; 0.074% of 350,000 active; Potency, µM (doses to about 77.5 µM), inactives show at the top dose activity change, negative = displacement, hits mostly inhibitors; further: potency means the concentration at half of the fitted maximal effect; on the % scale 0 is the no-effect control and ±100 the full control effect; nearly all actives have a fitted effect of over 20% in size
Target sequence (P02791 2-175 limits assumed): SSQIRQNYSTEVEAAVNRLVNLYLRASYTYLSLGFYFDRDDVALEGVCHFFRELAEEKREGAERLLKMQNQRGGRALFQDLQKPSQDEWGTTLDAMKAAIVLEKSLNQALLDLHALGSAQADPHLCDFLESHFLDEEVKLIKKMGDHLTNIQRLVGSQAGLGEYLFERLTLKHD
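Apoferritin-based anesthetic binding model; compound displacement of fluorescent 1-AMA measured as endpoint fluorescence after 10 minutes at room temperature, scaled to free-ligand and complex controls.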
BLM helicase inh = qHTS Assay for Inhibitors of Bloom's syndrome helicase (BLM); RecQ-like DNA helicase BLM (Homo sapiens), P54132; recombinant BLM DNA unwinding, fluorescence dequenching; Potency, µM (highest dose often 56.1 µM), without a hit: at the highest dose activity change, negative = inhibition, most hits filed as inhibitors; 0.2% of 350,000 active; AID 2528, 2010;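 further: potency means the concentration at half of the fitted maximal effect; plate controls were vehicle for no effect and no enzyme for full effect; nearly all actives have a fitted effect of over 35% in size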
An asterisk follows results filed as active; ? = inconclusive; . = no result given; [ ] = dose if it differs, or a comment. Unless noted, the call rests on the fitted dose curve; in most records, active means well fitted curve in the direction sought with a large enough effect; inconclusive means small, poorly fitted or top-dose-only effect, or another doubt; inactive means no such curve, though single readings can be large; an effect the other way counts as inactive or inconclusive.

Start of the listing, in advance:
no.	mol	POLH inh	POLI inh	GRP78 ERSR act	Pol kappa inh	POLB inh
1	Cc1csc2ncc(C(=O)N3CCCc4ccccc43)c(=O)n12	-17%	8%	2%	0%	-10%
2	CSCCNC(=O)c1ccc(OC2CCN(S(=O)(=O)N(C)C)CC2)cc1	-11%	?	-2%	-3%	-2%
3	COC(=O)CNC(=O)COC(=O)/C=C/c1ccc2ccccc2n1	-17%	64%[activator]	-3%	-7%	18%

no.	APE1 inh	LDHA block	Anesthetic bind	BLM helicase inh
1	1%	-7	-2%	2%
2	22%	0	-13%	-9%
3	17%	0	-5%	-4%

The whole of this part, from the first entry:
no.	mol	POLH inh	POLI inh	GRP78 ERSR act	Pol kappa inh	POLB inh
1	Cc1csc2ncc(C(=O)N3CCCc4ccccc43)c(=O)n12	-17%	8%	2%	0%	-10%
2	CSCCNC(=O)c1ccc(OC2CCN(S(=O)(=O)N(C)C)CC2)cc1	-11%	?	-2%	-3%	-2%
3	COC(=O)CNC(=O)COC(=O)/C=C/c1ccc2ccccc2n1	-17%	64%[activator]	-3%	-7%	18%
4	O=C(NC1CC2CCCC(C1)N2Cc1ccccc1)c1cccc(F)c1 (stereo not given)	-8%	3%	-2%	-15%	-15%
5	CC1CCCN(C(=O)Cn2nnc(-c3ccc(S(C)(=O)=O)cc3)n2)C1 (stereo not given)	-7%	23%	0%	-2%	20%
6	CC[C@H](C)[C@H](NC(N)=O)C(=O)NCCc1ccc(OC)c(OC)c1	-14%	85%[activator]	0%	3%	21%
7	COc1ccccc1-c1csc(-n2ncc(C#N)c2N)n1	.	.	.	.	3%
8	COc1ccc(C(OCC(O)CNCCc2ccccc2)c2ccc(OC)cc2)cc1 (stereo not given)	-10%	84%[activator]	-5%	-13%	-4%
9	COc1ccc(CCNc2ncnc3c2[nH]c2cc(OC)c(OC)cc23)cc1OC	?	?	-3%	?	?
10	CCCC(=O)c1ccc2c(c1)OCCO2	7%	25%	5%	2%	28%
11	Cc1cc(NC(=O)Cn2nc(C(=O)O)c3ccccc3c2=O)c([N+](=O)[O-])cc1C	-11%	16%	0%	4%	-10%
12	CC(C)c1nc(SCC(=O)NC(=O)NC(C)(C)C)n[nH]1	2%	9%	-3%	-4%	-1%
13	COc1ccc(/C=N/NC(=O)c2cc(=O)[nH]c3ccccc23)cc1OC	7%	-8%	-3%	-9%	-15%
14	CCOc1cc(CNC(=O)Cn2c(-c3cccs3)cc3cc(F)ccc32)ccc1OC	-17%	-4%	0%	-6%	-3%
15	COc1cccc(NC(=O)Cn2c(CCC(=O)O)ccc2-c2ccc(Cl)cc2)c1	-10%	70%[activator]	1%	-13%	-9%

no.	APE1 inh	LDHA block	Anesthetic bind	BLM helicase inh
1	1%	-7	-2%	2%
2	22%	0	-13%	-9%
3	17%	0	-5%	-4%
4	45%	-9	27%	1%
5	16%	-6	-5%	-8%
6	2%	-3	-3%	-2%
7	-40%	.	-1%	-3%
8	-5%	-15	7%	1%
9	?	-2	-4%	-14%
10	9%	-4	-21%	0%
11	36%	1	-1%	-7%
12	-5%	-6	1%	-3%
13	4%	-1	-1%	-3%
14	.	-12	36%[activator]	-5%
15	1%	-6	-8%	3%

Next part, starting with the last 2 of the part before.
no.	mol	POLH inh	POLI inh	GRP78 ERSR act	Pol kappa inh	POLB inh
14	CCOc1cc(CNC(=O)Cn2c(-c3cccs3)cc3cc(F)ccc32)ccc1OC	-17%	-4%	0%	-6%	-3%
15	COc1cccc(NC(=O)Cn2c(CCC(=O)O)ccc2-c2ccc(Cl)cc2)c1	-10%	70%[activator]	1%	-13%	-9%
16	C[N+]1([O-])[C@@H]2Cc3cc4c(cc3[C@@H]1Cc1cc3c(cc12)OCO3)OCO4 (stereo not given in full)	-14%	4%	-2%	-19%	-5%
17	O=C(CSc1ccccc1)N1CCc2c([nH]c3ccccc23)C1c1ccc(F)cc1 (stereo not given)	-12%	-6%	0%	-4%[60.1 µM]	18%
18	COc1cccc(NC(=O)CN(C)C(=O)c2ccc(-c3cccc(C(F)(F)F)c3)o2)c1	?	16%	-1%	-10%	.
19	O=C(COc1ccc(Br)cc1)N(Cc1cccs1)C1CCS(=O)(=O)C1 (stereo not given)	-2%	-10%	-2%	-12%	17%
20	COc1ccccc1CNC(=O)C(CC(C)C)N1Cc2ccccc2C1=O (stereo not given)	-10%	6%	-1%	-5%	25%
21	O=C1CC(N2CCN(Cc3ccccc3)CC2)C(=O)N1CCc1ccccc1 (stereo not given)	-21%	25%	-1%	-8%	14%
22	CCN(C(=O)c1ccco1)C1C2CC3CC(C2)CC1C3 (stereo not given)	-3%	-14%	1%	-16%	36%
23	CC(=O)c1ccc(Sc2ccccc2)cc1	-9%	25%	2%	-10%	1%
24	O=C(NCc1ccccc1F)c1ccc2c(c1)OCO2	-12%	1%[58.9 µM]	2%	-9%	-1%
25	COc1cc(OC)c(OC)cc1CN(C)CCc1ccccn1	-10%	8%	-2%	-3%	2%
26	CCOc1ccc(N(CC(=O)Nc2ccccc2CC)S(=O)(=O)c2c(C)noc2C)cc1	-6%	0%	-4%	-4%	-1%
27	CC(C)Nc1nnc(SCC(=O)c2c[nH]c3ccccc23)s1	-17%	16%	2%	-5%	1%
28	O=C(CSc1nnnn1C1CCCCC1)Nc1cccc(NC(=O)c2ccco2)c1	-19%	?	-2%	-9%	-13%
29	O=C(c1ccc(Cl)c(S(=O)(=O)N2CCOCC2)c1)N1CCCCCC1	0%	-6%	-2%	-1%	37%
30	CC(C)(C)c1ccc(-c2noc(-c3ccno3)n2)cc1	-23%	-23%[58.9 µM]	4%	-5%	-29%

no.	APE1 inh	LDHA block	Anesthetic bind	BLM helicase inh
14	.	-12	36%[activator]	-5%
15	1%	-6	-8%	3%
16	2%	-7	-4%	-1%
17	.	-4	39%[activator]	-10%
18	10%	-5	.	.
19	-21%	-11	-10%	-5%
20	.	-5	-12%	-2%
21	-3%	-1	-11%	-1%
22	2%	-1	?	-1%
23	-4%	-9	-16%	-3%
24	6%	-9	-7%	-2%
25	2%	?	-11%	1%
26	.	1	0%	-6%
27	2%	-3	-17%	0%
28	-5%	4	?	-1%
29	13%	-10	-10%	-1%
30	4%	2	?	-4%

Carrying on.
no.	mol	POLH inh	POLI inh	GRP78 ERSR act	Pol kappa inh	POLB inh
31	CC1S/C(=N/N=C/c2ccco2)N(Cc2ccc(F)cc2)C1=O (stereo not given)	-13%	?	5%	-12%	-19%
32	O=C1CN(S(=O)(=O)c2cccc(Cl)c2Cl)CCN1	?	25%	-3%	-9%	.
33	CC(Cc1ccccc1)N1CCCC1=O (stereo not given)	-19%	1%	-5%	-6%	.
34	CC1(C)CC(NS(=O)(=O)c2ccc(C(C)(C)C)cc2)CC(C)(C)N1	-12%	53%[activator]	-2%	-16%	-7%
35	COc1ccc(N2CCN(c3nc4c(c(=O)n(C)c(=O)n4C)n3CCCc3ccccc3)CC2)cc1	-8%	-2%	-1%	3%	6%
36	Cc1ccc(S(=O)(=O)Cc2ccc(C(=O)N3CCN(c4cccc(Cl)c4)CC3)o2)cc1	-3%	?	-6%	-8%	?
37	Cc1noc(C)c1COC(=O)CN(C)S(=O)(=O)c1ccc(Cl)cc1	-9%	15%	9%	-8%	22%
38	COc1ccccc1C1C(C#N)=C(N)Oc2c1c(-c1ccccc1)nn2-c1ccccc1 (stereo not given)	-8%	5%	-5%	-16%	9%
39	Cc1noc(C)c1-c1nc(NCCN2CCOCC2)c2ccccc2n1	.	.	-2%	4%[60.1 µM]	.
40	O=c1c2ccccc2nc2n1C(CSCc1ccccc1)CS2 (stereo not given)	-6%	6%	-6%	-11%	-16%
41	COc1ccc(S(=O)(=O)Nc2cc(S(=O)(=O)N3CCOCC3)ccc2OC)cc1	-9%	43%[activator]	-2%	-27%	.
42	CNC(=S)NNC(=O)c1ccc(C(C)(C)C)cc1	-16%	?	-2%	-11%	1%
43	COc1cccc(C(=O)COC(=O)C(C)N2C(=O)c3ccccc3C2=O)c1 (stereo not given)	-7%	-1%	0%	-11%	7%
44	COCCN1C(=O)N[C@@H](c2cccc(C(F)(F)F)c2)[C@H](C(=O)OC)[C@H]1C	-10%	21%	-2%	12%	.
45	O=C(Nc1ccccc1)C1=C[C@@H](c2coc3ccccc3c2=O)C[C@@H](OCc2ccc(CO)cc2)O1	-5%	-12%	3%	-5%	16%

no.	APE1 inh	LDHA block	Anesthetic bind	BLM helicase inh
31	2%	-4	-15%	-18%
32	-12%	1	.	.
33	.	-1	.	.
34	41%[activator]	-5	-14%	-5%
35	3%	1	-15%	-22%
36	.	2	-5%	-10%
37	-2%	-6	-9%	0%
38	-2%	4	-6%	-9%
39	-18%	.	.	-6%
40	-4%	0	1%	0%
41	-2%	0	.	.
42	-3%	-5	-2%	-5%
43	?	2	?	-2%
44	-1%[12.4 µM]	0	.	-1%[12.4 µM]
45	-4%	-6	-18%	-7%

Bioassay records as filed in PubChem BioAssay.

Some of the compounds tested; count on the stated rates, not on these rows.
